# Shiga inhibitor – A qHTS for Small Molecule Inhibitors of Shiga Toxin; Vero cells, Shiga toxin protein synthesis inhibition reporter; inhibition, % at 38.7 µM; 290,000 tested, 9.2% active; AID 2315, 2010; in the data active = inhibition mostly above about 28%, no sharp cut-off; inactive = mostly below about 43%; note: 0% is about no effect
# Giardia FBPA inh – qHTS Assay for Inhibitors of Fructose-1,6-bisphosphate Aldolase from Giardia Lamblia; 290,000 tested, 0.71% active; purified Giardia FBPA; AID 2451, 2010; Potency, µM (doses to about 59.6 µM), without a hit: at the highest dose activity, negative = inhibition, actives largely listed as inhibitors; A8B2U2; note: potency is the fitted concentration of half-maximal effect; % is set by controls: 0 for no effect and ±100 for the full control effect; nearly all actives have a fitted effect of over 55% in size
# Target sequence (A8B2U2 whole entry, looked up): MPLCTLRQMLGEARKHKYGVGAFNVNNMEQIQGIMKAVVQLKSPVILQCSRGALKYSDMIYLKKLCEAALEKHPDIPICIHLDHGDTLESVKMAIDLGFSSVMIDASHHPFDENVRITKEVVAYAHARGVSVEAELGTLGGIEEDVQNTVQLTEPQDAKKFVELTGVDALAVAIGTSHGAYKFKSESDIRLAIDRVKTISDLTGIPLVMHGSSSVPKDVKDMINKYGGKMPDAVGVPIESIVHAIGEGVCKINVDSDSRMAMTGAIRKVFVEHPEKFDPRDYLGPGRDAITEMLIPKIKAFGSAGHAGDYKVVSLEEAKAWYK
#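 Giardia FBPA (40 nM reagent) was preincubated 10 min at RT with compound (up to 57.5 uM final), then substrate plus GAPDH/TPI/NAD/arsenate coupling system with diaphorase/resazurin was added; resorufin fluorescence (525/598 nm) was read after 20 min.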
# Sm TGR inh – qHTS Assay for the Inhibitors of Schistosoma Mansoni Peroxiredoxins; Potency, µM (highest dose often 114 µM), inactives show at the highest dose activity change, negative = inhibition, actives largely listed as inhibitors; purified TGR, DTNB reduction, TNB absorbance 405 nm; 360,000 tested, 3% active; Schistosoma mansoni thioredoxin glutathione reductase (TGR), Q962Y6; note: potency is the fitted concentration of half-maximal effect; % is set by controls: 0 for no effect and ±100 for the full control effect; nearly all actives have a fitted effect of over 60% in size
#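 First, TGR (20 nM dispensed) and NADPH were mixed with compound. Second, a 15 min room-temperature incubation followed. Third, further NADPH and then DTNB were added to start the reaction. Finally, TNB absorbance was monitored kinetically.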
# Pf growth 48h – Primary qHTS for delayed death inhibitors of the malarial parasite plastid, 48 hour incubation | Potency, µM (top dose mostly 28.7 µM), inactives show top-dose activity change, negative = inhibition, usual class: inhibitors | AID 504832, 2011 | 310,000 tested, 5.9% active | P. falciparum luciferase growth in erythrocytes, 48 h; note: potency is the fitted concentration of half-maximal effect; % is set by controls: 0 for no effect and ±100 for the full control effect
#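 Parasite viability was followed by luminescence of a genomically integrated firefly luciferase. Cultures held 0.1% parasitemia at 2% hematocrit (final), incubated under 5% CO2 at 37 C.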
# CHX counter – Cycloheximide Counterscreen for Small Molecule Inhibitors of Shiga Toxin | cell reporter, cycloheximide protein synthesis inhibition counterscreen | max response, % | 300,000 tested, 12% active; in the data active = max response mostly above about 13%, no sharp cut-off; inactive = mostly below about 14%; note: read at 38.3 µM for the half of the compounds with a filed dose; 0% is about no effect
# Pf growth 96h – Primary qHTS for delayed death inhibitors of the malarial parasite plastid, 96 hour incubation | P. falciparum luciferase reporter growth, 96 h | Potency, µM (top dose mostly 28.7 µM), without a hit: at the highest dose activity change, negative = inhibition, usual class: inhibitors | 320,000 tested, 6.9% active; note: potency is the fitted concentration of half-maximal effect; % is set by controls: 0 for no effect and ±100 for the full control effect
#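 Two parasite generations (96 h, 37 C, 5% CO2) of compound exposure in infected erythrocytes (0.05% parasitemia, 2% hematocrit). Luciferase-reporter P. falciparum; decreased luminescence indicates inhibited growth, aimed at apicoplast-acting delayed death.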
# The depositor's hits bear a star; i = inactive; ? = inconclusive; . = not tested or not shown; [ ] = remark or other dose. Unless noted, calls come from the whole dose curve; as a rule, active = well fitted curve in the direction sought with a large enough effect; inconclusive = small, poorly fitted or top-dose-only effect, or another doubt; inactive = no such curve, though single readings can be large; an effect the other way counts as inactive or inconclusive.
1	O=[N+]([O-])c1cccc(/C=C/c2ccc3cccc(O)c3n2)c1
2	CCOc1cc(/C=C2/NC(=O)NC2=O)cc(Br)c1OCc1ccc(C(=O)O)cc1
3	O=C(C1CCCN(S(=O)(=O)c2cccc3cccnc23)C1)N1CCN(c2ccccc2F)CC1 (configuration not stated)
4	CCCCOc1ccccc1N1CCN(CCCN2C(=O)C3CCCN3C2=O)CC1 (configuration not stated)
5	O=C(O)CC(c1ccccc1)N1C(=O)c2cccc([N+](=O)[O-])c2C1=O (configuration not stated)
6	OCCNc1nc(-c2cccnc2)nc2ccccc12
7	COc1cc2nc(-c3ccccc3)nc(N3CCCC3)c2cc1OC
8	O=C(O)C(Cc1c[nH]c2ccccc12)NS(=O)(=O)c1ccccc1 (configuration not stated)

Assay by compound,1,2,3,4,5,6,7,8
Shiga inhibitor,107*,-7,-6,-4,1,-7,-13,-7
Giardia FBPA inh,13%,0%,0%,?,-16%,-5%,2%,-1%
Sm TGR inh,3%,0%,9%,0%,-32%,-2%,11%,-4%
Pf growth 48h,12%[0.00184 µM],-4%,.,-19%,7%,-29%,6%,13%
CHX counter,35*,11,-3,-3,1,-2,10,-7
Pf growth 96h,?,-3%,15µM*,?,0%,2%,56%[activator],26%

# Retrieved by compound from the entries so far, 4 records:
1	O=[N+]([O-])c1cccc(/C=C/c2ccc3cccc(O)c3n2)c1
2	CCOc1cc(/C=C2/NC(=O)NC2=O)cc(Br)c1OCc1ccc(C(=O)O)cc1
6	OCCNc1nc(-c2cccnc2)nc2ccccc12
5	O=C(O)CC(c1ccccc1)N1C(=O)c2cccc([N+](=O)[O-])c2C1=O (configuration not stated)

Assay by compound,1,2,6,5
Shiga inhibitor,107*,-7,-7,1
Giardia FBPA inh,13%,0%,-5%,-16%
Sm TGR inh,3%,0%,-2%,-32%
Pf growth 48h,12%[0.00184 µM],-4%,-29%,7%
CHX counter,35*,11,-2,1
Pf growth 96h,?,-3%,2%,0%

# Remaining list, next part.
9	O=S1(=O)CCO[C@H]2Cc3ccccc3[C@H]2N1Cc1ccccc1Br
10	CC(/C=N/N1C(=O)CSC1=S)=C\c1ccccc1
11	CNC(=O)Nc1ccc2snnc2c1
12	COc1ccccc1C(CNC(=O)c1ccc(NS(=O)(=O)c2ccc3c(c2)OCCO3)cc1)N(C)C (configuration not stated)
13	O=C(CCCN1C(=O)c2ccccc2C1=O)NC1CCCCCC1
14	N#Cc1cc2cc3ccccc3nc2n2c(=O)c3ccccc3nc12
15	COc1cccc(CNCc2ccco2)c1O
16	Cc1ccc2nc(NCc3ccccc3)c(C=NCc3cccnc3)c(=O)n2c1

Assay by compound,9,10,11,12,13,14,15,16
Shiga inhibitor,9,14,30,.,-21,-8,21,30*
Giardia FBPA inh,7%,?,-4%,.,2%,5%,-27%,5%
Sm TGR inh,-3%,?,-5%,5%,3%,1%,-25%,23%
Pf growth 48h,12%,-7%,.,?,4%,-16%,0%,-12%
CHX counter,0,-2,0,.,-2,7,4,14*
Pf growth 96h,17µM*,11%,12µM*,12µM*,.,?,12µM*,2%

17	Nc1c(Cl)ncnc1N/N=C/c1ccnc2ccccc12
18	CCC(C)(C)NC(=O)C(Sc1ccccc1)c1ccccc1 (configuration not stated)
19	Cc1ccc(S(=O)(=O)NCCCNc2ccc([N+](=O)[O-])cc2)cc1
20	CCC(C)NC(=S)Nc1ccccc1OC (configuration not stated)
21	CCC(=O)c1ccc(N2CCN(C(=O)c3cccc(F)c3)CC2)c(F)c1
22	C/C=C\C=C\C(=O)N1CC2(CC(c3cccc(NC(=O)CC)c3)=NO2)C[C@H]1C(N)=O (some centres not stated)
23	CC(=O)Nc1cccc(OCC(=O)/C=C2\N(C)c3ccccc3C2(C)C)c1
24	O=C(Nc1cccc([N+](=O)[O-])c1)C1CC(=O)N(Cc2ccccc2)C1 (configuration not stated)

Assay by compound,17,18,19,20,21,22,23,24
Shiga inhibitor,20,25,17,12,-2,-10,33,-6
Giardia FBPA inh,-11%,0%,0%,-25%,-3%,-12%,-25%,10%
Sm TGR inh,-24%,5%,20%,2%,-118%,2.5µM*,?,-2%
Pf growth 48h,75%[activator],?,3%,10%,0%,30%[activator],?,10%
CHX counter,10,-1,-2,3,21,-2,17,-3
Pf growth 96h,65%[activator],10µM*,26%,32%[activator],?,61%[activator],0.83µM*,12%

25	O=C(Cn1cc(F)c(=O)[nH]c1=O)NCCO
26	CCOc1cccc(NC(=O)C2CC(=O)N(c3ccc(F)cc3)C2)c1 (configuration not stated)
27	Cc1ccsc1CNC(=O)c1c(-c2ccccc2)noc1C
28	CCCC1(c2ccccc2)NC(=O)N(CC(=O)NCc2ccc(C)cc2)C1=O (configuration not stated)
29	Cc1cc[n+](CC(=O)Nc2cc(C(F)(F)F)ccc2Cl)cc1
30	Cc1cc(Cl)ccc1OC(C)C(=O)NC(C)C1CCCO1 (configuration not stated)
31	CC(=O)c1cccc(OC(=O)C2=CC=CN3CCS(=O)(=O)N=C23)c1
32	COc1ccc(CN2CCc3ccc(NC(=O)c4ccncc4)cc3C2)c(F)c1

Assay by compound,25,26,27,28,29,30,31,32
Shiga inhibitor,2,57,-8,-7,5,-30,.,-13
Giardia FBPA inh,4%,-1%,8%,7%,3%,.,.,.
Sm TGR inh,6%,.,13%,?,4%,-1%,-12%,-32%
Pf growth 48h,9%,-4%,34%[activator],?,?,-5%,-13%,?
CHX counter,6,-3,10,-5,2,6,.,4
Pf growth 96h,0%,?,13%,0%,?,4%,?,3%

33	COc1ccc(NC(c2ccccc2)P(=O)(Oc2ccccc2)Oc2ccccc2)cc1 (configuration not stated)
34	CCn1c(SCC(=O)N/N=C/c2ccc(C)o2)nnc1-c1ccccc1
35	CCCN1CNC(=S)N(Cc2ccccc2)C1
36	Cc1nn(-c2ccc(F)cc2)c(Cl)c1C(=O)NCC1CCCO1 (configuration not stated)
37	NNC(=O)C(=O)NCCCN1CCOCC1
38	CN1CCN(c2cn[nH]c(=O)c2Cl)CC1
39	Cc1c(C(=O)Nc2c(C)n(C)n(-c3ccccc3)c2=O)oc2c(Cl)cccc12
40	CC(=O)c1ccc(NC2=C(N3CCOCC3)C(=O)c3ccccc3C2=O)cc1

Assay by compound,33,34,35,36,37,38,39,40
Shiga inhibitor,-3,8,-9,.,10,8,17,21
Giardia FBPA inh,-8%,-11%,-4%,.,-6%,1%,.,?
Sm TGR inh,-1%,-35%,-4%,-1%,6%,14%,-2%,-16%
Pf growth 48h,4%,42%[activator],-6%,-24%,-5%,6%,-5%,0.83µM*
CHX counter,11*,-1,-4,.,-2,-2,-1,-5
Pf growth 96h,24%,54%[activator],?,?,9%,8%,-8%,0.52µM*

41	S=c1[nH]nc(C2CCCCC2)o1
42	COc1ccccc1N1CCN(C(=O)c2cc(=O)c3cc(C)cc(C)c3o2)CC1
43	COc1ccc(-n2ccc(=O)c3c2CCCC3=O)cc1
44	CC(=O)N1N=C(c2cccc(NS(=O)(=O)c3ccc(C)cc3)c2)CC1c1ccco1 (configuration not stated)
45	CC1(c2nnc(-c3ccccc3)o2)CC(c2ccc(F)cc2)=NO1 (configuration not stated)
46	Cc1ccc(C)c(NC(=S)N=Nc2c(O)n(C)c3ccc(S(=O)(=O)N4CCOCC4)cc23)c1
47	c1ccc(-c2noc(-c3ccc4ccccc4c3)n2)nc1
48	CCC(=O)N1c2ccccc2NC2=C(C(=O)CC(C)(C)C2)C1c1cccnc1 (configuration not stated)

Assay by compound,41,42,43,44,45,46,47,48
Shiga inhibitor,0,3,-19,-1,0,-5,-15,-5
Giardia FBPA inh,?,-10%,0%,-3%,0%,-3%,1%,4%
Sm TGR inh,-13%,1%,0%,?,-8%,6%,-3%,4%
Pf growth 48h,7%,?,-4%,?,37%[activator],6.6µM*,-95%,13%
CHX counter,6,-3,8,6,-2,-2,-4,-1
Pf growth 96h,8%,?,-18%,?,13%,-9%,.,?

# Overlap with the part before: three entries; new compounds follow.
46	Cc1ccc(C)c(NC(=S)N=Nc2c(O)n(C)c3ccc(S(=O)(=O)N4CCOCC4)cc23)c1
47	c1ccc(-c2noc(-c3ccc4ccccc4c3)n2)nc1
48	CCC(=O)N1c2ccccc2NC2=C(C(=O)CC(C)(C)C2)C1c1cccnc1 (configuration not stated)
49	CN(CCc1cnn(C)c1)Cc1nc(CC2CC2)no1
50	O=C(Nc1ccc(N2CCN(C(=O)c3ccccc3F)CC2)cc1)c1ncn[nH]1
51	CCOC(=O)C1CCC(CN(Cc2ccccc2)S(=O)(=O)c2ccc([N+](=O)[O-])cc2)CC1 (configuration not stated)
52	COc1ccc(NC(=O)CCCn2c(=O)[nH]c3ccccc3c2=O)cc1
53	Cc1ccc(Cn2ccc(NC(=O)c3cc4nc(-c5ccco5)cc(C(F)(F)F)n4n3)n2)cc1
54	O=C(Nc1ccccc1N1CCOCC1)C1=NN(c2c(F)c(F)cc(F)c2F)C(=O)CC1
55	COc1ccc(S(=O)(=O)N2CCSCC2)cc1
56	Cc1[nH]nc2c1C(c1ccc(N(C)C)cc1)C1=C(CC(C)(C)CC1=O)N2 (configuration not stated)
57	c1ccc2c(c1)OCC(CNc1ncnc3sccc13)O2 (configuration not stated)
58	Cc1c(C(=O)O)nnn1-c1nonc1N

Assay by compound,46,47,48,49,50,51,52,53,54,55,56,57,58
Shiga inhibitor,-5,-15,-5,-10,-4,-14,-3,-15,.,-10,-8,23,4
Giardia FBPA inh,-3%,1%,4%,0%,-17%,0%,0%,.,.,0%,3%,13%,1%
Sm TGR inh,6%,-3%,4%,4%,-3%,-14%,-26%,-22%,1%,7%,-10%,-10%,7%
Pf growth 48h,6.6µM*,-95%,13%,49%[activator],-22%,-15%,2.3µM*,43%[activator],?,-11%,6%,-23%,-17%
CHX counter,-2,-4,-1,12,-2,-5,-3,2,.,-3,-3,7,-6
Pf growth 96h,-9%,.,?,?,8%,i,-1%,i,?,?,-19%,?,19%

# Screening results: PubChem, National Center for Advancing Translational Sciences (NCATS)
